# Assay outcomes as filed in PubChem.
# aDG glyco up = increases alpha dystroglycan glycosylation; activation, % at 10 µM; Pro5-aDG cells, alpha-DG glycosylation AlphaScreen (IIH6); 0% Pro5, 100% B10-LARGE cell signal; 360,000 compounds, 0.22% hits; AID 624168;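 active = activation of at least 8% versus controls, or a plate z-score of at least 8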;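 also: Pro5 are CHO cells carrying HIG-tagged alpha-DG that lacks glycosylation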
# ABCB6 inh MLPCN = blocks the human ABCB6 transporter | Q9NP58 | K562-ABCB6 porphyrin accumulation, flow cytometry, 1 h; active compounds read low | fluorescence ratio to DMSO, % at 10 µM | 360,000 compounds, 0.19% hits | AID 602162;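 active = fluorescence ratio to DMSO below 75%, the collection mean minus 3 SD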;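 also: signal is porphyrin accumulated inside mitochondria; 100% equals median channel fluorescence of DMSO control wells; lower ratio means ABCB6 inhibition with less porphyrin fluorescence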
# N-glyco inh = N-linked glycosylation inhibition; reporter increase, % at 12.5 µM; AID 588692; D54 ERlucT glycosylation luciferase reporter, 24 h; percent of 100 nM tunicamycin response; 360,000 compounds, 0.23% hits;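 active = mean luciferase reporter signal, scaled so untreated is 0 and the glycosylation-blocking control 100, at or above a set limit in every replicate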;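 also: luciferase carries N-glycosylation sites so blocking glycosylation raises the light; 0% = median of neutral control wells and 100% = median of 100 nM tunicamycin wells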
# CaV13 FRET inh = Primary screen for inhibitors of IQ motif and Ca2+-dependent inactivation inhibitor domain binding in CACNA1D, Förster resonance energy transfer in living cells, …. 340,000 compounds, 0.098% hits. inhibition, % at 12.3 µM. AID 743397. HEK cells, CFP/YFP FRET ICDI-IQ, plate reader, 10 min; percent FRET-ratio fall versus neutral wells;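 active = mean replicate inhibition of at least 30% and at least 1% of replicates passing that level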;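 also: 0% = median of the neutral control wells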
# Exocytosis inh = lytic granule exocytosis inhibition | inhibition, % at 10 µM | TALL-104 LAMP-1 surface exposure, flow cytometry; cells stimulated with thapsigargin and PMA | 360,000 compounds, 0.66% hits | AID 651702;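 active = inhibition above about 55%, limit read from the data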
# HTR2A ag = activates the mouse 5-HT2A serotonin receptor; 360,000 compounds, 0.66% hits; CHO-K1 mHTR2A beta-arrestin complementation, luminescence; percent of 30 µM serotonin response; P35363; activation, % at 7.6 µM;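 active = activation above a run cutoff, the mean activation of all tested compounds plus 3 SD, cut at about 14% in these data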;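 also: 0% = plate median of compound wells and 100% = 30 µM serotonin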
# Target sequence (P35363 whole entry, looked up): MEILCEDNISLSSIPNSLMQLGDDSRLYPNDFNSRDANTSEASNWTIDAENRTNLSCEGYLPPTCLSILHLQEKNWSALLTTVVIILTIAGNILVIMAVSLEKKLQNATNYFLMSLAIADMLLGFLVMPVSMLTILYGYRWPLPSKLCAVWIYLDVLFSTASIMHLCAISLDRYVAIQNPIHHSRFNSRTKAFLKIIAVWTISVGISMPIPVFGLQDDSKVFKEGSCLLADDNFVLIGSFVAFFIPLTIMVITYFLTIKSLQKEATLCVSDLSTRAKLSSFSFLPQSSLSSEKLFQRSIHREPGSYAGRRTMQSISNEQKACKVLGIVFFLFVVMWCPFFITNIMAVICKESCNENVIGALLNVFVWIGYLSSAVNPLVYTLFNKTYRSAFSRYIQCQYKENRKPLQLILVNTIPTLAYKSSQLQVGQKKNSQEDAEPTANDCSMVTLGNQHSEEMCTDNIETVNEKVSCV
# iPSC survival up = hiPSC single-cell survival enhancement | survival enhancement, % at 20 µM | ATPlite luminescence; 100% = ROCK inhibitor wells, 0% = DMSO | 360,000 compounds, 0.044% hits | AID 602274; in the data active = survival enhancement above about 18%;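 also: cells exposed to compounds for 16 hours before the ATP read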
# Vif inh = blocks HIV Vif function; HEK293T cells, Vif self-association by quenched fluorescence, imaging, 24 h; inhibition, % at 7.49 µM; 340,000 compounds, 0.35% hits; AID 602346; in the data active = inhibition above about 50%, passing the limit was not always enough; also: some results filed as inactive read as strong as hits
# PDI inh = blocks human protein disulfide isomerase activity; P07237; PDI insulin aggregation turbidity, A650, 90 min; inhibition, % at 10 µM; 350,000 compounds, 0.052% hits; AID 588391;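 active = mean inhibition across replicates of 30% or more, whatever share of single replicates reach that level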;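 also: absorbance from insulin aggregation driven by PDI reduction with DTT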
# Target sequence (P07237 whole entry, looked up): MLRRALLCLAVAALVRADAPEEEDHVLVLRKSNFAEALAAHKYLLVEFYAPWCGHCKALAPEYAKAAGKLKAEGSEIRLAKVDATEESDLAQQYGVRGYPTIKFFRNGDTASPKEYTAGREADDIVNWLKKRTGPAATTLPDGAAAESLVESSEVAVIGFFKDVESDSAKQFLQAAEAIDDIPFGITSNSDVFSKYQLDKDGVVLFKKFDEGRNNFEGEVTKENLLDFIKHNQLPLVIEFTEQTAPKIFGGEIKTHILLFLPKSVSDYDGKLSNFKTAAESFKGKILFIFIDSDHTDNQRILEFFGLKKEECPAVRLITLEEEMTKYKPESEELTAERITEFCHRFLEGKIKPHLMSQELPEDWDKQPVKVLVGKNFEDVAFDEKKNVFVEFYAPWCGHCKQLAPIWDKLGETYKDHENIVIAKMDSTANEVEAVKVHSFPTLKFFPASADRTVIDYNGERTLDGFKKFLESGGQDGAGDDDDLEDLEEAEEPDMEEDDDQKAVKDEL
# H9c2 protect = myocardial damage modulation in H9c2 cells; H9c2 cardiomyocytes, H2O2 injury protection, ATPLite, 2 h; protection from H2O2 cell death, % at 20 µM; 360,000 compounds, 0.63% hits; AID 588492;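 active = compounds giving at least 50% protection of heart cells from peroxide-induced death in the single-dose screen, raw or plate-pattern-corrected value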;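 also: 0% = DMSO wells with peroxide and 100% = DMSO wells without peroxide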
# Active calls of the source: *; . = not tested or not shown; & = joins results of further samples.
SMILES,aDG glyco up,ABCB6 inh MLPCN,N-glyco inh,CaV13 FRET inh,Exocytosis inh,HTR2A ag,iPSC survival up,Vif inh,PDI inh,H9c2 protect
O=C(c1ccccc1NS(=O)(=O)c1ccc(F)cc1)N1CCCCC1,0.0,104,1,-6,4,2,-0.4,8,-6,6
O=S(=O)(c1ccc(-n2cnnn2)cc1)N1CCC(N2CCCCC2)CC1,0.0,101,-3,-4,-1,8,0.0,0,-13,-1
COCCn1c(SCc2ccccc2)nc2c1c(=O)[nH]c(=O)n2C,0.1,98,2,-2,19,2,-0.6,8,-9,1
CC1(C(=O)NNC(=S)NCc2ccco2)CC1(Cl)Cl (centres undefined),0.1,101,2,7,0,3,0.1,1,3,-2
CCn1c(SCC(=O)NCc2cccs2)nnc1-c1cccs1,-0.2,112,-2,-8,-2,-8,0.4,-6,12,-1
O=C(NNC(=O)c1sccc1-n1cccc1)c1ccc(F)cc1,0.0,99,0,8,8,-1,-0.8,26,4,0
CC[C@H](CO)NCCN[C@H](CC)CO,0.0,98,-2,-6,1,-4,1.6,-11&1,3,5
Cn1cc(/C=C2/SC(=O)N(CC(=O)Nc3ccc4c(c3)OCO4)C2=O)c2ccccc21,0.0,98,1,-4,-1,7,-0.8,2,-7,6
N#CC(c1ccc(Cl)cc1)c1cccc(Cl)n1 (centres undefined),0.2,99,0,-5,0,4,-0.3,13,-7,-4
CN(C)CCNC(=O)C(=O)NCC1OCCCN1S(=O)(=O)c1cccs1 (centres undefined),0.0,101,-1,-5,5,1,4.3,0,2,0
CCCC1Cc2nc(N3CCCCC3)c(C#N)cc2CO1 (centres undefined),-0.1,97,1,-7,-3,1,4.9,-1,-5,-5
Cc1ccc2nc(CC(O)(c3ccccc3)c3ccccc3)ccc2c1,-0.2,101,-4,-17,5,0,-1.6,-10,0,-11
Cc1ccc(C(C)(C)C)c(OCCCCN2CCCC2)c1,0.4,93,-2,-6,0,-5,-0.7,-4,4,0
CCCCN1C(N)=NC[C@@H]1CCCCN,-0.2,93,0,-5,-11,4,-1.7,-1,-1,2
O=[N+]([O-])CC(c1ccc(F)cc1)c1c[nH]c2ccccc12 (centres undefined),-0.2,102,8,-6,5,-3,-0.3,-5,-2,-1
COc1ccc(NC(=O)CSc2nnc(-c3ccccn3)n2N)cc1Cl,0.2,98,3,-3,-9,11,-0.3,2,9,0
O=C(O)CC(=O)NC12CC3CC(CC(C3)C1)C2,0.2&0.3,106&94,1&0,.,-3&-1,0&2,7.3&-2.4,-7&-6,-3&-5,6&3
O=C1CN(C(=O)CN2CCOCC2)C(c2ccccc2)c2cc(Br)ccc2N1 (centres undefined),-0.2,97,3,-7,2,-3,-0.3,7,13,4
COC(=O)c1ccc(Cn2nc(-c3ccc(C)cc3)ccc2=O)cc1,0.1,102,2,-13,6,1,1.4,2,-1,-8
Cn1c(SCc2ccccc2)nnc1-c1ccc2nonc2c1,-0.1,89,8,-5,-5,1,1.5,-8,0,4

# Sorted by length of the SMILES (rising): part of the list above
SMILES,aDG glyco up,ABCB6 inh MLPCN,N-glyco inh,CaV13 FRET inh,Exocytosis inh,HTR2A ag,iPSC survival up,Vif inh,PDI inh,H9c2 protect
CCCCN1C(N)=NC[C@@H]1CCCCN,-0.2,93,0,-5,-11,4,-1.7,-1,-1,2
CC[C@H](CO)NCCN[C@H](CC)CO,0.0,98,-2,-6,1,-4,1.6,-11&1,3,5
N#CC(c1ccc(Cl)cc1)c1cccc(Cl)n1 (centres undefined),0.2,99,0,-5,0,4,-0.3,13,-7,-4
CCCC1Cc2nc(N3CCCCC3)c(C#N)cc2CO1 (centres undefined),-0.1,97,1,-7,-3,1,4.9,-1,-5,-5
Cc1ccc(C(C)(C)C)c(OCCCCN2CCCC2)c1,0.4,93,-2,-6,0,-5,-0.7,-4,4,0
Cn1c(SCc2ccccc2)nnc1-c1ccc2nonc2c1,-0.1,89,8,-5,-5,1,1.5,-8,0,4
CCn1c(SCC(=O)NCc2cccs2)nnc1-c1cccs1,-0.2,112,-2,-8,-2,-8,0.4,-6,12,-1
COCCn1c(SCc2ccccc2)nc2c1c(=O)[nH]c(=O)n2C,0.1,98,2,-2,19,2,-0.6,8,-9,1
O=C(c1ccccc1NS(=O)(=O)c1ccc(F)cc1)N1CCCCC1,0.0,104,1,-6,4,2,-0.4,8,-6,6
O=[N+]([O-])CC(c1ccc(F)cc1)c1c[nH]c2ccccc12 (centres undefined),-0.2,102,8,-6,5,-3,-0.3,-5,-2,-1
CN(C)CCNC(=O)C(=O)NCC1OCCCN1S(=O)(=O)c1cccs1 (centres undefined),0.0,101,-1,-5,5,1,4.3,0,2,0
O=C1CN(C(=O)CN2CCOCC2)C(c2ccccc2)c2cc(Br)ccc2N1 (centres undefined),-0.2,97,3,-7,2,-3,-0.3,7,13,4

# (continued)
SMILES,aDG glyco up,ABCB6 inh MLPCN,N-glyco inh,CaV13 FRET inh,Exocytosis inh,HTR2A ag,iPSC survival up,Vif inh,PDI inh,H9c2 protect
Cc1ccsc1C(=O)OCc1nc2ccsc2c(=O)[nH]1,-0.2,102,2,-5,5,1,-0.3,-8,-1,4
Cc1onc(-c2ccccc2Cl)c1C(=O)N1CCN(C/C=C/c2ccccc2)CC1,0.3,97,-2,.,-3,5,-0.4,5,10,19
CCOCCCNCc1ccc(OCC(=O)N2CCOCC2)c(OC)c1,0.0,101,0,-18,-15,2,-1.0,-16,-2,1
Cc1ccccc1NC(=O)C1c2cccc[n+]2CC(=O)N1c1c(C)cccc1C (centres undefined),0.1,132,.,.,0,-4,11,.,7,15
CCn1c(C)nc([N+](=O)[O-])c1C(=O)O,-0.3,92,0,4,4,1,0.6,-7,3,-2
COc1ccc(N2CC(C(=O)Nc3ccc(S(=O)(=O)N4CCCCC4)cc3)CC2=O)cc1 (centres undefined),0.2,102,.,-3,0,8,0.0,.,10,-6
O=C(CSc1nc2ccccc2c(=O)n1-c1ccccc1F)NC1CCS(=O)(=O)C1 (centres undefined),-0.1,95,-3,-16,-6,9,-0.3,38,10,2
Clc1ccccc1OCCN1CCC(Cc2ccccc2)CC1,-0.1,95,1,0,14,-9,-0.5,-6,6,-12
CCc1ccc(C(O)(CNCc2ccccc2)c2ccccc2)cc1 (centres undefined),0.4,91,-4,-4,25,4,0.1,-3,0,-15
OCCn1c(-c2ccc3c(c2)OCO3)csc1=Nc1ccccc1,0.0,88,-5,.,0,-6,-1.7,-25,-1,-29
NC(=O)c1ccc(NC(=O)CN2CCN(c3ccc(Cl)cc3)CC2)cc1,0.4,98,1,-18,0,-7,-0.5,1,-4,1
Cc1c(CCO)c(=O)[nH]n1C(=O)c1ccc(F)cc1,-0.3,98,1,-6,-2,-3,4.1,-3,2,2
Cc1nc([N+](=O)[O-])c(C(=O)OCc2ccc(C#N)cc2)n1C,0.1,102,0,4,0,-4,0.6,-6,-2,2
COC(=O)c1sc(N2CCN(c3ccc(Cl)cc3)CC2)nc1N,1.2,94,0,-2,-4,2,0.2,-5,2,-15
C/C(CC(=O)Nc1ccc(Cl)cn1)=N\NC(=O)Cc1cccs1,-0.1,101,-3,2,-5,-2,-0.1,-23,-3,3
COCCCNC1=C(Cl)C(=O)c2ccccc2C1=O,3.2,98,-1,-5,56*,7,0.1,7,-1,-14
CCN(CC)c1ccc(N2C(=O)/C(=C/c3cccnc3)SC2=S)cc1,-0.2,99,.,.,-3,2,-1.6,.,-18,-13
CCOC(=O)Cn1c(SC)nc2sc3c(c2c1=O)CC(C)(C)OC3,-0.2,98,-2,-5,-2,2,1.6,5,-13,2
Cc1ccc(C(C)(C)C)cc1S(=O)(=O)Nc1cccc(C(=O)N2CCN(c3ccccn3)CC2)c1,0.2,100,-1,-3,-7,-3,0.4,-6,2,-1
CCOC(=O)c1c(C)[nH]c(C(=O)N/N=C\c2ccccc2O)c1C,1.3,92,-3,-5,-5,-2,3.1,-1,4,25
C/C(=N\S(=O)(=O)c1ccc(C)cc1)N(C)C,0.1,95,0,1,-1,4,-0.3,-1,-3,-7
CC(C)(C)OC(=O)n1cc(C(=O)c2ccccc2O)cn1,-0.2,101,0,-2,20,-6,0.5,9,-4,-6
O=c1c(O)c(-c2ccc(O)c(O)c2)oc2cc(O)cc(O)c12,0.0,114,-7,-7,2,0,-4.3,4,-1,95*
O=c1c2ccccc2ncn1-c1ccc(Cl)cc1[N+](=O)[O-],0.3,95,1,-5,0,-2,0.3,5,9,-1
COCC(C)NC(=O)COCc1cc(-c2ccc3c(c2)OCO3)on1 (centres undefined),0.8,98,0,-19,0,6,0.8,-1,-3,3
O=C1c2ccccc2S(=O)(=O)N1CC(O)Cn1c2ccccc2c2ccccc21 (centres undefined),0.5,91,1,-5,-3,1,0.3,-25,0,2
CC(C)(C)OC(=O)NCCc1nnc(SCc2c(Cl)cccc2Cl)o1,0.1,94,-1,-6,-1,15*,-1.8,-3,-5,-6
O=C1c2[nH]nc(-c3ccccc3O)c2C(c2cccc(Cl)c2)N1CC1CCCO1 (centres undefined),-0.2,98,-3,-4,2,1,-0.5,-6,-4,-7
CCN(CC)CCCOc1nc(C)nc2c1oc1ccccc12,-0.1,96,12,-6,2,3,0.8,28,5,9
CC(=O)Nc1cccc(NC(=O)CCn2cnc3cc(C)c(C)cc32)c1,0.1,98,2,-5,-3,0,0.7,-24,1,-5
CSc1ccc(CCCCCCOC(=O)C(C)(C)C)cc1,0.1,97,-2,-5,-1,3,0.2,4,-10,-8
CCC(C(=O)NCc1ccco1)N(C(=O)CNS(=O)(=O)c1ccccc1)c1ccc(F)cc1 (centres undefined),0.2,96,2,-6,4,3,0.2,33,-1,-4
CCn1ccnc1[C@@H]1C[C@H]2CN(c3ccccc3OC)C(=O)[C@]23CCCN13,0.1,99,-1,-3,6,-2,-0.2,8,-9,4
CCNC(=S)Nc1ccc(N(c2ccccc2)C(C)C)cc1,0.3,89,-2,-8,-2,1,0.1,13,9,-14
COc1ccc(-c2nn(-c3ccccc3)cc2/C=N/n2cnnc2)cc1OC,0.8,114,1,-4,-2,-4,8.1,-3,-3,12
COc1ccc(N(C)S(=O)(=O)c2cccc(C(=O)N3CCN(c4cccc(C)c4C)CC3)c2)cc1,1.0,97,-7,-2,0,-4,-1.7,17,-2,-9
CCCCNS(=O)(=O)c1ccc2nc(SCC(=O)c3ccc(C#N)cc3)[nH]c2c1,-0.1,105,-2,-5,-1,-7,4.5,.,-2,-6
Cn1nc(C(F)(F)F)cc1-c1ccc(S(N)(=O)=O)s1,-0.1,96,2,-18,-5,1,-0.8,-10,-2,0
COc1cc(/C=N/NC(=O)Cc2c[nH]c3ccccc23)cc(OC)c1OC,0.1,100,4,-6,2,-1,-0.8,9,-3,13
CC(C)(C)NS(=O)(=O)c1ccc(NS(C)(=O)=O)cc1,-0.2,101,1,-7,-2,1,1.5,6,6,9
CCOc1ccc(-c2nnc(NC(=O)COc3ccccc3F)o2)cc1,-0.4,95,2,-5,-2,-1,-0.9,6,-10,18

# Random draw from the library. About 3.1% of those tested had a hit in this group.
